GAA inhib = qHTS Assay for Inhibitors of Human alpha-Glucosidase as a Potential Chaperone Treatment of Pompe Disease; purified human GAA, 4-MU-alpha-glucoside fluorescence; 200,000 compounds, 0.005% hits; AID 1466, 2008; Potency, µM (titrated, usually from 76.9 µM), inactives show top-dose activity change, negative = inhibition, hits mostly inhibitors;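 further: plate controls were uninhibited enzyme wells for no effect and no-enzyme background for full effect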
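Human enzyme at 4 nM with 400 uM 4-methylumbelliferyl-alpha-D-pyranoside, citrate/phosphate buffer pH 5.0, 0.005% Tween-20, 20 min at room temperature. Compounds up to 77 uM. 4-MU fluorescence (Ex 365/Em 440) read after NaOH/glycine stop; AC50 from Hill fit.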
Tau fluor counter = Counterscreen qHTS for Inhibitors of Tau Fibril Formation, Fluorescence Polarization. tau K18 P301L Alexa594 fluorescence, heparin fibrillization. Potency, µM (highest dose often 57.7 µM), for the others: top-dose activity change, negative = decrease. 280,000 compounds, 0.93% hits. AID 1463, 2008; further: on the % scale 0 is the no-effect control and ±100 the full control effect; nearly all actives have a fitted effect of over 55% in size
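Human tau K18 P301L (15 uM unlabeled, 0.24 uM Alexa 594-labeled) in 100 mM sodium acetate pH 7 with 20 uM heparin, 6 hr at 37 C. ThT 30 uM added, 1 hr ambient; Alexa 594 FP and total fluorescence read at 555/632 nm.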
ALDH1A1 block = qHTS Assay for Inhibitors of Aldehyde Dehydrogenase 1 (ALDH1A1) | Potency, µM (doses to about 75.3 µM), for the others: at the top dose activity, negative = inhibition, most hits filed as inhibitors | Aldehyde dehydrogenase 1A1 (Homo sapiens), P00352 | AID 1030, 2008 | 220,000 compounds, 7.3% hits | Purified ALDH1A1, NADH fluorescence, propionaldehyde substrate; active means well fitted inhibition curve with a large enough effect, not every such curve was filed as active; inconclusive means small, poorly fitted or top-dose-only effect, or another doubt; inactive means no such curve, though single readings can be large or run the other way;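 further: plate controls were no enzyme wells and a reference inhibitor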
GLA spleen mod = qHTS Assay for Inhibitors and Activators of Human alpha-Galactosidase From Spleen Homogenate | human spleen homogenate, 4MU-alpha-Gal fluorescence, 40 min | Potency, µM (titrated, usually from 80 µM), inactives show at the highest dose activity change, negative = inhibition, most hits filed as inhibitors | 240,000 compounds, 0.008% hits | AID 2107, 2009;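 further: 0% = enzyme with vehicle and -100% = no enzyme basal signal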
Target sequence (P06280 32-429 limits assumed): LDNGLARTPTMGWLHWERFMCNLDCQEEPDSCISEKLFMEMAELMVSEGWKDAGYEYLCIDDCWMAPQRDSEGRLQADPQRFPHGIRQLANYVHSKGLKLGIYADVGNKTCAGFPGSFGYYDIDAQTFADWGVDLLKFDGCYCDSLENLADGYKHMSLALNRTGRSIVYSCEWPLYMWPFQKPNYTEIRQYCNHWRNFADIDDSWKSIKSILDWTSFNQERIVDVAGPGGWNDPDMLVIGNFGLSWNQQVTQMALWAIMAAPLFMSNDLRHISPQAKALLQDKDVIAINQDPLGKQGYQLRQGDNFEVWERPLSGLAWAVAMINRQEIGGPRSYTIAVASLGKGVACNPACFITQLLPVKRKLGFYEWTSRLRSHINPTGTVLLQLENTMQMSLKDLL
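qHTS titration in buffer at pH 5.0. Alpha-galactosidase activity in spleen homogenate was measured via 4-methylumbelliferone release from 1 mM fluorogenic substrate after 40 min at 37C and a pH 10 stop. AC50 came from Hill fits of control-normalized data.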
aGlu spleen mod = qHTS Assay for Inhibitors and Activators of Human alpha-Glucosidase From Spleen Homogenate | human spleen homogenate, 4-MU-alpha-glucoside fluorescence | Potency, µM (doses to about 79.9 µM), inactives show top-dose activity change, negative = inhibition, usual class: inhibitors | Lysosomal alpha-glucosidase (Homo sapiens), P10253 | 240,000 compounds, 0.006% hits | AID 2112, 2009;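 further: 0% = enzyme with vehicle and -100% = no enzyme basal signal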
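Human spleen homogenate (1 ug) with 4-methylumbelliferyl-alpha-D-glucopyranoside (1 mM final) in 50 mM citrate/phosphate pH 5.0, 0.01% Tween-20; 40 min at 37 C. Stopped at pH 10; 4-MU fluorescence Ex 365/Em 440 nm; AC50 by Hill fit.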
GAA glycogen = qHTS Assay for Inhibitors and Activators of Human alpha-Glucosidase Cleavage of Glycogen; AID 2100, 2009; 300,000 compounds, 0.38% hits; Potency, µM (titrated, usually from 76.4 µM), for inactives: at the top dose activity change, negative = inhibition, usual class: inhibitors; recombinant GAA, glycogen substrate, Amplex Red glucose oxidase fluorescence;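 further: 0% = full enzyme reaction and -100% = no-enzyme basal signal; the screen sought inhibitors and activators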
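qHTS, 1536-well; enzyme 4 nM final; cpd up to 77 uM; substrate bovine liver glycogen 30 ug; 50 mM citrate/phosphate pH 5.0, 0.01% Tween-20; 37 C, 40 min; Amplex Red detection 45 min RT; Hill fit → AC50.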
Epigenetic derep = Quantitative High-Throughput Screen for Regulators of Epigenetic Control. Potency, µM (top dose mostly 53.9 µM), for inactives: at the highest dose GFP activation, actives largely listed as activators. 280,000 compounds, 0.2% hits. AID 1865, 2009. murine LDR cells, GFP reporter derepression, 30 h; further: % of control where 0% means no effect; nearly all actives have a fitted effect of over 60% in size
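Derepression of a silenced CMV-GFP reporter in murine LDR cells is scored by enumerating GFP-positive cells with a laser-scanning microplate cytometer after 30 hours of treatment at 37 C.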
NPSR antag = qHTS Assay for Antagonists of the Neuropeptide S Receptor: cAMP Signal Transduction. Q6W5P4. CHO-NPSR cells, cAMP TR-FRET, antagonist mode. Potency, µM (series often up to 38.3 µM), for inactives: at the highest dose activity change, negative = inhibition, hits mostly inhibitors. 220,000 compounds, 1% hits; further: on the % scale 0 is the no-effect control and ±100 the full control effect; nearly all actives have a fitted effect of over 50% in size; many of its hits are not listed in these tables
Target sequence (Q6W5P4 whole entry, looked up): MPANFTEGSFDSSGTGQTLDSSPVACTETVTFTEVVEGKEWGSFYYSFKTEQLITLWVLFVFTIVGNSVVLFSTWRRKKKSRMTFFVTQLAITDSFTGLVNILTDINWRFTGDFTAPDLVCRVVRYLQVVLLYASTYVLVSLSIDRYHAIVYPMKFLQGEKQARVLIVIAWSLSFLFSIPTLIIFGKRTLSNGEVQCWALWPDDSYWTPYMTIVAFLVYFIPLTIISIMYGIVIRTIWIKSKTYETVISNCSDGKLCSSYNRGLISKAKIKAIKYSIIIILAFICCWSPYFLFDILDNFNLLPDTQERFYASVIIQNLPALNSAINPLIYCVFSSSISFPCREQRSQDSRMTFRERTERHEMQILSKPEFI
Active calls of the source: *; ? = inconclusive; . = no result given; & = joins results of further samples; [ ] = remark or other dose. Unless noted, the call rests on the fitted dose curve; in most records, active means well fitted curve in the direction sought with a large enough effect; inconclusive means small, poorly fitted or top-dose-only effect, or another doubt; inactive means no such curve, though single readings can be large; an effect the other way counts as inactive or inconclusive. Potency means the concentration at half of the fitted maximal effect.

canonical_smiles,Epigenetic derep,Tau fluor counter,ALDH1A1 block,GAA inhib,NPSR antag,aGlu spleen mod,GLA spleen mod,GAA glycogen
COc1ccc(C2C(C(=O)N3CCN(c4ccccc4)CC3)c3ccccc3C(=O)N2C)cc1 (configuration not stated),-0.8%,6%,2.2µM*,-3%,-15%[46.1 µM],0%,1%,1%
CCOC(=O)C(=CNc1ccc2c(c1)nnn2-c1ccc(Cl)cc1)C(=O)OCC,0.1%,11%,9%,11%,4%,-2%,-2%,7%
O=C(CN1CCN(S(=O)(=O)c2ccc(Br)cc2)CC1)N/N=C/c1cccnc1,-1.0%,3%,-1%,-2%,12%,-6%,-5%,-7%
CCOc1ccc(Br)cc1S(=O)(=O)N1CCCC1,-2.0%,3%,2%,4%,-2%[46.1 µM],-1%,0%,3%
NC(=O)C1CCN(C(=O)c2ccc3c(=O)n(Cc4ccco4)c(SCC(=O)c4ccc(F)cc4)nc3c2)CC1,13%,-1%,?,-1%,-34%,-1%,2%,4%
Cc1nc(C)c(C(=O)N/N=C/c2c[nH]c3ccccc23)s1,-4.8%,-20%,?,2%,0%[46.1 µM],-3%,-5%,2%
O=c1[nH]ncc(NCc2ccc(Cl)cc2)c1Cl,1.1%,5%,5%,?,14%,0%,0%,5%
Cc1cccc(N2CCN(C(=O)c3cc4c(=O)n(C)c5ccccc5c4n3C)CC2)c1C,-1.0%,-13%,4%,-9%,-11%[46.1 µM],9%,5%,-27%
O=C(Nc1ccccc1)N1CCCN(Cc2c(F)cccc2Cl)CC1,0.0%,-5%,3%,-1%,0%,0%,14%,2%
CSc1ccc(CN2C(=O)NC3(CCCCCC3)C2=O)cc1,3.6%,-13%,?,-7%,-16%,-8%,-3%,-12%
Cc1[nH]c2ccccc2c1/C=N/Nc1ccc([N+](=O)[O-])cc1,2.6%,-1%,-1%,11%,-20%[46.1 µM],-3%,-4%,?
Cc1ccc(Cc2ccc(C(=O)NNC(N)=S)o2)cc1,1.0%,-10%,?,13%,-4%,0%,1%,?
O=C(CNS(=O)(=O)c1cccs1)Nc1ccc2c(c1)OCCO2,-1.3%,-1%,?,-4%,25%[46.1 µM],8%,12%,28%
CCCCOC(=O)n1c(SCC(=O)N(CC)CC)nc2ccccc21,1.1%,0%,-7%,-1%,?,4%,15%,-1%
O=C(CCNC(=O)c1ccccc1)OCN1C(=O)c2ccccc2C1=O,0.9%,-6%,14%,1%,-3%[46.1 µM],-6%,-2%,-2%
O=C(CN1CCN(C2CCCCC2)CC1)c1ccc2cc[nH]c2c1,-0.2%,-13%,?,-2%,0%[46.1 µM],1%,4%,-30%
O=C(O)COc1ccc(/C=N/n2c(COc3ccccc3)nc3ccccc3c2=O)cc1,-0.9%,-1%,?,0%,5%[46.1 µM],-3%,-1%,16%
C=CCN1N=C(/C=C/c2ccccc2)CCC1=O,1.1%,-1%,-2%,0%,1%,-14%,11%,0%
COc1ccc(CN2CCCC(C(=O)c3ccc(SC)cc3)C2)cc1Cn1cccn1 (configuration not stated),2.6%,-14%,-5%,-5%,?,-2%,-1%,9%
CCOC(=O)C(=CNc1ccc(Cl)cn1)C(=O)OCC,1.9%,-12%,.,.,?,0%,-4%,-1%
CCOc1ccc2nc(NC(=O)CCC(=O)c3cccs3)sc2c1,0.0%,-17%,7%,3%,-19%[46.1 µM],-3%,-1%,-11%
CCCN(CCC)S(=O)(=O)c1ccc(C(=O)NCc2n[nH]c(=S)n2-c2ccc(Cl)c(Cl)c2)cc1,-1.5%,?,-10%,-6%,-31%,-4%,-2%,?
Cc1ccc(S(=O)(=O)Nc2ccccc2CNc2ccccn2)cc1,0.0%,?,?,-1%,-21%,-10%,-5%,-9%
CCOC(=O)CCNC(=O)N1CCCC(C(=O)c2ccccc2SC)C1 (configuration not stated),0.0%,-14%,6%,-6%,5%,-7%,-1%,13%
C=CCn1cc(-c2ccccc2)cc(C#N)c1=O,-3.2%,-10%,?,?,-1%[46.1 µM],21%,?,1%
Cc1nnc(C)c2c(C)n(C(C)c3ccccc3)c(C)c12 (configuration not stated),0.0%,1%,-10%,-12%,?,-2%,4%,-4%
COc1cc(S(=O)(=O)N2CCOCC2)ccc1N,-2.0%,2%,7%,10%,10%,0%,3%,-6%
O=C1/C(=C/c2ccc(O)c([N+](=O)[O-])c2)SC(=S)N1Cc1ccccc1,-2.5%,?,4µM*,0%,-44%,3%,-4%,24%
CCS(=O)(=O)N1Cc2ccccc2CC1C(=O)Nc1ccc(F)cc1 (configuration not stated),-5.6%,17%,.,.,21%,5%,1%,-2%
CN(NC(=O)c1cccc(Cl)c1)c1nc(-c2ccccc2)nnc1C(F)(F)F,3.2%,-17%,0%,-1%,-20%[46.1 µM],-9%,-1%,1%
CCCCCC(=O)/C=C/C=C\C/C=C\C/C=C\CCCC(=O)O,1.1%&-1.1%,2%&-12%,9%&-1%,.,.,3%&-1%,-19%&-3%,.
COc1cccc(-n2c(SCc3ccccn3)nc3c(c2=O)SCC3)c1,1.8%,-8%,-2%,-4%,-2%,4%,14%,3%
COc1ccccc1CC(=O)NCCc1ccc(S(N)(=O)=O)cc1,-0.8%,2%,?,1%,13%[46.1 µM],-3%,1%,1%
COc1ccc(-c2nc(-c3ccccc3)[nH]c(=O)c2C#N)cc1,0.0%,-9%,-1%,-1%,-8%[46.1 µM],-4%,8%,-4%
CCN(CC)C(=O)CSc1nnc2cc(C)c3ccccc3n12,1.1%,-7%,?,1%,-3%,-1%,-1%,1%
COc1ccc(N(CC(=O)Nc2cccc(SC)c2)S(C)(=O)=O)cc1,-2.4%,-16%,12%,-2%,-2%[46.1 µM],7%,8%,2%
CC1CCc2c(C(=O)Oc3cccc(-n4cnnn4)c3)csc2C1 (configuration not stated),-5.3%,?,?,-4%,-12%[46.1 µM],-10%,3%,-8%
CCN1CCC(Nc2ccnc3cc(Cl)ccc23)CC1,0.0%,-13%,?,6%,-9%,0%,2%,2%
O=C(O)C1=NOC(CNC(=O)c2ccccc2Cl)C1 (configuration not stated),-0.1%,-4%,6%,0%,6%,1%,-4%,6%
CS(=O)(=O)N1CCC(C(=O)NCc2ccc(Cl)cc2)CC1,1.0%,-9%,.,.,7%,5%,-20%,6%
Cc1cc(-c2ccccc2)nc(N(C)NC(=O)c2ccc(Cl)cc2)c1S(C)(=O)=O,0.7%,-16%,6%,0%,-23%[46.1 µM],-9%,-10%,-4%
CC(C)C[C@@H](CC(=O)N[C@@H](CCC(=O)O)CC(=O)O)NC(=O)[C@@H]1CCCC[C@H]1NC(=O)C[C@@H](NC(=O)C[C@H](Cc1c[nH]c2ccccc12)NC(=O)[C@@H]1CNCC[C@H]1N)C(C)C,-1.1%,-3%,10%,.,.,-13%,-6%,.
Cc1nc2sc3c(c2c(=O)n1N)CCC3,2.7%,1%,?,8%,15%,-15%,4%,4%
CNC(=O)c1cc2ncc(C(F)(F)F)cc2s1,-0.1%,-3%,-3%,-6%,-1%,1%,-9%,1%
CCOC(=O)C(=O)C1C(=O)Nc2ccccc21 (configuration not stated),0.0%,-14%,14µM*,3%,-4%,-3%,1%,5%
CC(C)Oc1ccc(Cn2c(=O)sc3ccccc32)cc1,2.4%,-16%,-5%,0%,-3%[46.1 µM],-4%,-5%,-3%
O=C(Nc1nc(-c2cccnc2)cs1)c1cccc([N+](=O)[O-])c1,3.7%,-7%,10%,1%,-14%,0%,6%,-9%
CC(C)N1CCN(c2ccncc2S(=O)(=O)N2CCOCC2)CC1,-1.0%,-7%,8%,-5%,-2%[46.1 µM],-4%,-1%,4%
COc1cc2[nH]c(Cl)c([N+](=O)[O-])c2cc1OC,1.2%,?,.,.,6%,-7%,-6%,-2%
Brc1ccc(Nc2ncnc3[nH]ncc23)cc1,0.0%,-8%,.,.,-15%,2%,-10%,-5%

Record cards (already shown):
CC(C)C[C@@H](CC(=O)N[C@@H](CCC(=O)O)CC(=O)O)NC(=O)[C@@H]1CCCC[C@H]1NC(=O)C[C@@H](NC(=O)C[C@H](Cc1c[nH]c2ccccc12)NC(=O)[C@@H]1CNCC[C@H]1N)C(C)C as listed: Epigenetic derep: -1.1%; Tau fluor counter: -3%; ALDH1A1 block: 10%; GAA inhib: .; NPSR antag: .; aGlu spleen mod: -13%; GLA spleen mod: -6%; GAA glycogen: .
CNC(=O)c1cc2ncc(C(F)(F)F)cc2s1 as listed: Epigenetic derep: -0.1%; Tau fluor counter: -3%; ALDH1A1 block: -3%; GAA inhib: -6%; NPSR antag: -1%; aGlu spleen mod: 1%; GLA spleen mod: -9%; GAA glycogen: 1%

Additional structures.
canonical_smiles,Epigenetic derep,Tau fluor counter,ALDH1A1 block,GAA inhib,NPSR antag,aGlu spleen mod,GLA spleen mod,GAA glycogen
CCC(OC(C)=O)c1cc2c(cc1[N+](=O)[O-])OCCO2 (configuration not stated),0.0%,-1%,?,1%,11%,7%,-4%,-10%
CC12CCCCC1N(O)C(=O)C(=O)N2O (configuration not stated),-3.2%,-20%,-4%,5%,8%,-2%,1%,-5%
COc1cc(OC)c(OC)cc1C=NCC1(c2ccccc2)CCCC1,4.4%,3%,-28%,?,-6%[46.1 µM],4%,2%,-2%
COCCCNc1nc2ccccc2nc1NS(=O)(=O)c1ccccc1,1.3%,0%,?,6%,-3%,-12%,4%,-11%
O=C(CCc1ccccc1)Nc1cccc(NC(=O)CCc2ccccc2)c1,0.0%,?,-13%,?,-13%[46.1 µM],4%,5%,-5%
Cc1ccc(N2C(=O)c3cccc4cccc(c34)C2=O)cc1,0.0%,-13%,-9%,2%,-10%,4%,6%,14%
COc1ccccc1NS(=O)(=O)c1ccc(C)c(NC(=O)c2ccc(S(=O)(=O)N3CCCCCC3)cc2)c1,1.5%,3%,-4%,-3%,12%,1%,7%,7%

Compound activity: PubChem BioAssay, National Center for Advancing Translational Sciences (NCATS)

Only part of the results is shown; the hit share may differ from the screen's.
